# CRFR2-BP antag: blocks CRF-induced signaling of the CRF-BP/CRF-R2 complex; inhibition, % at 11.8 µM; HEK293 CRF-R2/CRF-BP, CRF-induced calcium fluorescence; hit rate 0.59% among 350,000;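 active = inhibition of the ligand-induced calcium signal above about 50% at the single tested concentration, limit read from the data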
# CHRM5 PAM: positive allosteric modulators of human muscarinic M5 receptor; activation, % at 3 µM; hit rate 0.3% among 360,000; CHO-K1 hM5, Fluo-8 calcium, ACh EC20 PAM; 0% = ACh EC20, 100% = ACh EC100; P08912;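 active = activation above the run cutoff, the mean activation of all test compounds plus 3 SD, cut at about 18% in these data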
# Target sequence (P08912 whole entry, looked up): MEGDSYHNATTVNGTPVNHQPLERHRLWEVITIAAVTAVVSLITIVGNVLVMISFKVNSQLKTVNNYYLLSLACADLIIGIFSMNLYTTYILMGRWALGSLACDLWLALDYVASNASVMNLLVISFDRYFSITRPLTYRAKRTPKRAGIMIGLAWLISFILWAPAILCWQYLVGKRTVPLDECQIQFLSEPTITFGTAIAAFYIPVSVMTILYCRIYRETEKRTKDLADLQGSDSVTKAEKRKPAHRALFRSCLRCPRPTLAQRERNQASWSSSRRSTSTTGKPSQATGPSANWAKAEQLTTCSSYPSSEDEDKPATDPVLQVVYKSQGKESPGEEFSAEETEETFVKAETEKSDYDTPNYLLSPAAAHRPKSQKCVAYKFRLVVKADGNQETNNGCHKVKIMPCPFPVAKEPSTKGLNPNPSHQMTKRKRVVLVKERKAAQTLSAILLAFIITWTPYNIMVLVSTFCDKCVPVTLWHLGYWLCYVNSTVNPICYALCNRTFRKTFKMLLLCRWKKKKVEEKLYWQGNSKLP
#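 Replicates: One well per compound, no replicates | System: Human M5 receptor in CHO-K1 cells | Benchmarks: Low control EC20 acetylcholine (0%), high control EC100 acetylcholine (100%) | Probe or stimulus: Acetylcholine, EC20 level | Times: Fluo-8 loading 80 min at 37 °C plus 30 min room temperature | Signal: Intracellular calcium via Fluo-8 fluorescence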
# CHRM4 PAM: CHRM4 positive allosteric modulation; P08173; CHO-K1 hM4/Gqi5, Fluo-8 calcium fluorescence, ACh EC20; 0% = ACh EC20, 100% = maximal ACh; activation, % at 3 µM; hit rate 0.4% among 360,000; AID 624126;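 active = activation above its plate's cutoff, the mean activation of sample wells plus 3 SD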; also: some results filed as inactive read as strong as hits
# Target sequence (P08173 whole entry, looked up): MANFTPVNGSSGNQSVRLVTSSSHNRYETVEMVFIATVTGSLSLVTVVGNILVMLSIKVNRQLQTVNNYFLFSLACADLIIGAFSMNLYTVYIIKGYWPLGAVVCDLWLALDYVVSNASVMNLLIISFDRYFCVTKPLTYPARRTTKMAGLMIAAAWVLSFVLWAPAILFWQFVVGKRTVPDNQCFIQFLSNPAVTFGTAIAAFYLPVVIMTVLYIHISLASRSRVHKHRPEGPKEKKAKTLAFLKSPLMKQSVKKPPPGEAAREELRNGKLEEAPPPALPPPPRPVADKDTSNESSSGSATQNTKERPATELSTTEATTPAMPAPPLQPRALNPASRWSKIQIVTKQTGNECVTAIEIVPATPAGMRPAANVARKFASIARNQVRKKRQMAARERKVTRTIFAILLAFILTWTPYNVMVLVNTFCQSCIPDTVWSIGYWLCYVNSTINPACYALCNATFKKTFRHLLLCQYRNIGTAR
# M1 PAM: human CHRM1 positive allosteric modulation. P11229. CHO-K1 hM1, Fluo-8 calcium fluorescence, ACh EC20; 0% = ACh EC20, 100% = maximal ACh. activation, % at 3 µM. hit rate 0.088% among 360,000. AID 588819; in the data active = activation above about 19%, passing the limit was not always enough
# CHRM4 antagonist: CHRM4 antagonism in calcium assay | P08173 | inhibition, % at 3 µM | hit rate 0.73% among 360,000 | AID 624125 | CHO-hM4 cells, ACh EC80, Fluo-8 calcium fluorescence;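 active = inhibition above its plate's cutoff, the mean inhibition of sample wells plus 3 SD, cut at about 27% in these data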;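 also: 0% = acetylcholine EC80 with DMSO and 100% = DMSO without agonist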
# CHRM4 agonist: agonists of human muscarinic M4 receptor (CHRM4); activation, % at 3 µM; hit rate 0.14% among 360,000; CHO-K1 hM4/Gqi5, Fluo-8 calcium fluorescence; vehicle 0%, full acetylcholine response 100%; P08173; AID 624127;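 active = activation above the run mean over all test wells plus 3 SD, cut at about 32% in these data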;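 also: peak over basal fluorescence ratio per well then scaled between controls; 0% = DMSO wells and 100% = acetylcholine at EC100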
# CRFBP-R2 agonist: agonists of human CRF-binding protein/CRF-R2 receptor complex; activation, % at 13.2 µM; HEK293 CRF-R2/CRF-BP, calcium dye fluorescence (FLIPR); percent of saturating CRF peptide response; AID 588473; hit rate 0.46% among 350,000;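 active = activation of at least 50%, plus an integration ratio under a set limit after plate pattern correction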;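 also: plate controls were neutral control wells without compound for no effect and CRF at EC100 for full effect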
# M5 antag: blocks acetylcholine activation of human M5 receptor. inhibition, % at 3 µM. CHO-hM5 cells, Fluo-8 calcium fluorescence, ACh EC80. P08912. AID 624040. hit rate 0.59% among 360,000;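 active = inhibition above a per-plate cutoff, the mean of that plate's test compounds plus 3 SD, cut at about 27% in these data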;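 also: 0% = acetylcholine EC80 with DMSO and 100% = DMSO without agonist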
# CHRM5 agonist: CHRM5 agonism in calcium assay; hit rate 0.19% among 360,000; activation, % at 3 µM; CHO-K1 hM5 cells, Fluo-8 calcium fluorescence; 0% DMSO wells, 100% maximal acetylcholine response; P08912;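 active = activation above the run's mean over test compounds plus 3 SD, cut at about 23% in these data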;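 also: signal is peak over basal fluorescence ratio across the kinetic read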
# * marks the source's active call; other numbers are inactive results; · = not tested or not shown.
SMILES,CRFR2-BP antag,CHRM5 PAM,CHRM4 PAM,M1 PAM,CHRM4 antagonist,CHRM4 agonist,CRFBP-R2 agonist,M5 antag,CHRM5 agonist
CC(NC(=O)C(Cc1ccccc1)N1C(=O)C2C3CCC(C3)C2C1=O)c1ccccc1 (stereo not drawn),1,3,12,11,7,1,-1.1,3,0
CC(C)(C)c1ccc(C(=O)N2CCC2(C)C(=O)Nc2ccc3nc[nH]c3c2)cc1 (stereo not drawn),·,-7,-2,0,-2,8,·,5,3
O=C(Nc1ccc(C(F)(F)F)cc1)c1cccc(-n2cnnn2)c1,3,-5,5,7,-7,9,20,15,3
C#CCOCCOCCOCCNc1nc(N2CCN(C(=O)Cn3cc(CCCCN)nn3)CC2)nc(N2CCN(C(=O)Cn3cc(CCCN=C(N)N)nn3)CC2)n1,9,13,5,14,-1,0,0.0,7,1
CCc1ccc(OCC(=O)N2CC(C(N)=O)Oc3ccccc32)cc1 (stereo not drawn),-10,7,1,10,-12,5,0.8,-7,0
CN(C)Cc1ccccc1Sc1ccc(Br)cc1,0,-19,-19,-17,12,0,-1.0,16,-7
O=C(CN1CCN(C(=O)c2ccco2)CC1)Nc1ccccc1-c1ccccc1,4,-13,5,2,-2,1,0.7,3,-10
CC1CCN(S(=O)(=O)c2ccc3c(c2)C(=NO)c2cc(S(=O)(=O)N4CCC(C)CC4)ccc2-3)CC1,3,0,14,2,8,1,3.7,-7,-1
CC1CCc2c(sc(Nc3nc4c(F)cccc4s3)c2C(N)=O)C1 (stereo not drawn),-45,-8,-4,2,4,10,13,10,4
CCOC(=O)C1(CC2CC2)CCN(Cc2ccc3cccc(F)c3n2)CC1,-19,-11,-15,-13,-8,5,0.5,11,-11
COc1ccc(C(=O)N2CCOC2CNC(=O)C(=O)NCCc2ccccc2OC)cc1 (stereo not drawn),1,-4,-1,-5,8,8,0.1,0,1
COc1cccc2cc(/C(=N/O)c3ccccc3)oc12,19,-4,-5,7,-1,0,-0.6,-2,-5
CN(Cc1ccccc1)C(=O)Cn1c(=O)oc2cc(S(=O)(=O)NCc3ccccc3)ccc21,-16,-17,-8,-12,-7,20,1.4,10,11
CCCC(=O)N1CCC1(C)C(=O)Nc1ccc(C)c(C)c1 (stereo not drawn),·,-4,0,3,-11,0,·,1,0
CCc1ccccc1NC(=O)Cn1nc(C)n2cccc2c1=O,-4,3,5,5,-14,1,0.7,-15,-3
COC(=O)C/C(C)=N/Nc1ccc(S(=O)(=O)N2CCCC2)cc1[N+](=O)[O-],3,-4,-3,10,-4,2,-1.2,0,-2
CC(=O)c1ccc(OCC(=O)Nc2nnc(C3CC3)s2)cc1,3,3,5,6,-8,2,-1.3,-1,3
CCOc1ccc(C2C=C(c3ccccc3)Nc3nnnn32)cc1 (stereo not drawn),-3,9,10,9,-11,0,0.9,-10,2
O=C(O)CN1c2cccc3cccc(c23)S1(=O)=O,-6,0,0,14,-9,1,1.0,9,-3
COc1cccc(NC(=S)NNC(=O)c2ccccc2OC(F)F)c1,12,-2,1,2,7,2,-0.8,-5,3
Cc1ccc(-c2nc(C(F)(F)F)cc(=O)[nH]2)cc1,11,-7,0,5,-2,0,-3.6,12,1
CC1CCN(C2CC(=O)N(c3ccccc3)C2=O)CC1 (stereo not drawn),-9,9,0,12,3,2,-3.6,4,0
O=C(Nc1cccc(C(F)(F)F)c1)c1cncs1,2,-2,10,4,-26,2,1.2,-4,-4
COC(=O)CSC(C(=O)Nc1ccc(C)c(C)c1)c1ccccc1 (stereo not drawn),10,6,1,6,-17,-1,-4.6,-17,-6
Cc1c(C)c2c(OCC(=O)N[C@@H](C(=O)O)c3ccccc3)cc3c(c2oc1=O)CCC(C)(C)O3,7,-5,4,10,-5,0,-1.9,7,0
# (list continues)
SMILES,CRFR2-BP antag,CHRM5 PAM,CHRM4 PAM,M1 PAM,CHRM4 antagonist,CHRM4 agonist,CRFBP-R2 agonist,M5 antag,CHRM5 agonist
O=c1cc(-c2ccccc2)oc2cc(O)c(O)c(O)c12,-6,3,9,6,-21,1,-0.5,1,1
Clc1ccc(Cn2cccn2)cn1,9,6,7,6,-13,1,-3.6,1,2
O=C(NCCCn1ccnc1)C(=O)NC1CCCCC1,5,19*,10,4,-1,0,4.4,0,-1
O=C(CN1C(=O)c2cccc3cccc1c23)NCc1ccncc1,23,2,5,4,-7,1,0.6,-4,-10
CC(=O)COc1ncn(-c2ccccc2)n1,0,-2,15,3,3,1,10,-1,2
C=CCC(NCc1ccccc1)c1ccccc1 (stereo not drawn),-9,-1,16,11,-1,0,-1.9,8,-2
CS(=O)(=O)N(CC(=O)Nc1ccccc1C(=O)N1CCCC1)c1ccccc1Br,3,5,0,8,-6,1,-0.1,-14,-2
O=C1c2ccccc2C(=O)N1CSc1nnnn1-c1ccccc1,-10,-1,-7,0,12,1,1.0,0,-1
COC(CNC(=O)C1CCCN(S(=O)(=O)c2c(C)noc2/C=C/c2cccs2)C1)OC (stereo not drawn),1,4,-7,6,2,2,-0.9,1,5
COCCn1c(SCCN2CCCCC2)nc2ccccc2c1=O,5,2,7,3,7,0,-0.3,-5,-7
O=C(NCc1ccc(F)cc1)c1ccc(Cl)c(NC2=NC3CS(=O)(=O)CC3S2)c1 (stereo not drawn),15,-2,-1,5,-19,0,-3.8,0,-1
COc1cc(SC)ccc1C(=O)OCc1nc2ccsc2c(=O)[nH]1,-7,-13,-6,-4,-4,9,1.4,12,2
COc1cccc(CN2CCNC(=O)C2CC(=O)NCCN2CCCCC2=O)c1 (stereo not drawn),20,4,2,9,8,1,0.6,-3,-4
COc1ccccc1CNc1nc(C)c(C(=O)N(C)C)s1,4,-5,4,11,-4,0,-0.2,13,-1
Cc1cc(NC(=O)CCOc2ccc(F)cc2)no1,4,-10,-2,4,1,0,2.4,12,-1
CC(=O)Nc1sc2c(c1-c1nc3ccccc3s1)CN(C(C)C)CC2,-49,-6,-3,-1,-3,8,94*,17,7
COC(=O)CN1C(=O)[C@H]2[C@@H](/C=C/c3ccccc3)N3C(=O)CN(CCO)C(=O)[C@@]3(Cc3ccccc3)[C@H]2C1=O,6,14,10,8,-2,0,1.0,-1,1
C=CCn1ncc(OC)c(Cl)c1=O,-1,2,3,10,7,0,-1.3,-3,1
COc1ccc(/C=C/C(=O)OCCNC(=O)c2ccncc2)cc1OC,-4,4,12,5,-2,3,0.2,6,-1
Cc1cc(C(C)(C)C)cc(C)c1CCNC(=O)c1ccc[n+]([O-])c1,-2,0,5,12,-6,3,-0.2,4,1
CN(CC(=O)NCc1cccs1)CC(=O)Nc1ccc(F)c(F)c1F,-5,-3,4,3,-6,1,-0.6,9,-2
COc1ccc(Cl)cc1NC(=O)C1CC(=O)N(C2CCCCC2)C1 (stereo not drawn),-30,-4,0,0,-15,5,4.5,-1,3
CSc1ccccc1C(=O)Nc1cccc([N+](=O)[O-])c1C,-11,4,-16,19,1,2,1.3,-2,-2
Fc1ccc(NC(=S)NCc2ccccn2)cc1,12,-2,-2,7,2,0,-2.0,3,1
CC(C)(C)c1ccc(-c2nc(-c3ccncc3)no2)cc1,-37,-3,0,3,-1,0,11,-10,-1

# Structures shown so far containing a COOH group:
SMILES,CRFR2-BP antag,CHRM5 PAM,CHRM4 PAM,M1 PAM,CHRM4 antagonist,CHRM4 agonist,CRFBP-R2 agonist,M5 antag,CHRM5 agonist
O=C(O)CN1c2cccc3cccc(c23)S1(=O)=O,-6,0,0,14,-9,1,1.0,9,-3
Cc1c(C)c2c(OCC(=O)N[C@@H](C(=O)O)c3ccccc3)cc3c(c2oc1=O)CCC(C)(C)O3,7,-5,4,10,-5,0,-1.9,7,0

# One compound at a time, from the list above.
# Results for `O=C(CN1C(=O)c2cccc3cccc1c23)NCc1ccncc1` : CRFR2-BP antag: 23; CHRM5 PAM: 2; CHRM4 PAM: 5; M1 PAM: 4; CHRM4 antagonist: -7; CHRM4 agonist: 1; CRFBP-R2 agonist: 0.6; M5 antag: -4; CHRM5 agonist: -10
# Results for `O=C1c2ccccc2C(=O)N1CSc1nnnn1-c1ccccc1` : CRFR2-BP antag: -10; CHRM5 PAM: -1; CHRM4 PAM: -7; M1 PAM: 0; CHRM4 antagonist: 12; CHRM4 agonist: 1; CRFBP-R2 agonist: 1.0; M5 antag: 0; CHRM5 agonist: -1

# (cont.)
SMILES,CRFR2-BP antag,CHRM5 PAM,CHRM4 PAM,M1 PAM,CHRM4 antagonist,CHRM4 agonist,CRFBP-R2 agonist,M5 antag,CHRM5 agonist
O=C(COc1ccccc1Cl)NCc1nc(-c2ccccc2)no1,-12,1,-5,-4,7,2,-0.5,2,-2
CCc1ccc(NC(=O)c2noc3c2CCc2ccccc2-3)cc1,-16,-3,5,6,5,0,0.8,5,3
Cc1ccc2c(C)c(C(=O)N(Cc3ccc(N(C)C)cc3)C3CCS(=O)(=O)C3)oc2c1 (stereo not drawn),29,-11,0,9,-6,1,-4.5,5,2
COc1cccc(-c2ncn(CCc3ccccc3OC)c2C(C)C)c1,·,-21,-15,·,6,11,·,9,0
COc1ccc(C(=O)COC(=O)CN2C(=O)NC3(CC(C)CC(C)(C)C3)C2=O)c(OC)c1 (stereo not drawn),-3,-9,6,-8,-10,1,-5.7,9,-2
CCOC(=O)C(C)Oc1cccc2c(=O)n(CC(=O)Nc3ccc(OCC)cc3)ccc12 (stereo not drawn),28,-1,2,10,-19,0,-1.0,-6,1
CN1CCCN(C(=O)c2cc(-c3ccc(Cl)c(Cl)c3Cl)nc3ccccc23)CC1,2,2,10,12,-3,2,0.1,-3,-1
COc1ccccc1N(CC(=O)NC1CCCCC1)C(=O)CNC(=O)c1cccs1,-1,0,-4,15,-7,1,-0.6,13,2
O=C(N/N=C/c1cc2c(cc1Cl)OCO2)c1ccccn1,11,5,19,10,2,1,-1.5,-2,1
CCn1ncc(C2=NOC(C(=O)Nc3cccnc3)C2)c1C (stereo not drawn),4,1,0,2,2,2,2.2,1,1
CCCN1C(=O)c2ccc(C(=O)Nc3ccccc3C(=O)O)cc2C1=O,13,11,10,15,0,-2,1.0,-1,2
CCN1CCN(C(=S)Nc2ccc3nc(N4CCN(C)CC4)cc(C)c3c2)CC1,-7,-3,0,1,-6,1,-0.1,-3,-3
CCCN(CC(=O)Nc1ccccc1C)C(=O)c1ccc(S(=O)(=O)N2CCCC2)cc1,-11,-3,4,-3,-9,1,1.0,-3,4
O=C(CCC(=O)N1CCOc2ccccc21)NCc1cccnc1,9,-3,-2,8,0,1,-0.4,0,0
CC1CCc2ccccc2N1CC(=O)Nc1cccc(S(=O)(=O)N2CCCC2)c1 (stereo not drawn),20,-16,0,-2,-16,5,1.0,7,-4
COc1cc2c(C#CCO)c(-c3ccc(C#N)cc3)oc(=O)c2cc1OC,4,2,-1,5,-9,2,1.0,0,1
Cn1cccc1C(=O)OCc1csc(-c2ccccc2)n1,-9,4,-7,4,6,1,0.2,-4,-6
C[C@@H]1Cn2cnc(C(=O)N[C@@H](C)c3ccccc3)c2C(=O)N1,1,-3,3,4,-2,1,-1.2,6,1
CCCc1cc(C(=O)OCC(=O)N2CCN(c3ccc(OC)cc3)CC2)sc1C,8,-4,5,3,-7,10,-2.7,1,-4
Cc1cc(NC(=O)C2(C)CCN2C(C)C)c2ccccc2n1 (stereo not drawn),·,3,0,0,-11,0,·,3,0
CCn1c(CCc2ccccc2)n[nH]c1=S,-3,2,-1,0,-3,1,-0.2,6,-10
O=C(Nc1cccc(Br)c1)c1ccn[nH]1,25,-4,-8,-8,4,1,-0.1,-1,0

# Source: PubChem BioAssay
